# FBW7 act: human FBW7 E3 ligase activation, primary screen. normalized activity (activation), % at 26.1 µM. Q969H0. hit rate 0.13% among 650,000. AlphaScreen FBW7–phospho-cyclin E peptide binding, activator screen. AID 1259310; in the data active = normalized activity above about 1.9%;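 also: purified mutant Fbw7 with reduced substrate affinity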
# TEAD-YAP inh: TEAD-YAP interaction inhibition | HEK-TIYL cells, TEAD-Gal4/YAP UAS-luciferase luminescence | inhibition, % at 9.12 µM | hit rate 1.4% among 640,000 | AID 1259422; in the data active = inhibition above about 32%;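 also: 0% = median of test compound wells and 100% = reference inhibitor wells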
# GPR151 ag: activates the human receptor GPR151; activation, % at 11.2 µM; Q8TDV0; PathHunter beta-arrestin GPR151 cells, luminescence; hit rate 1% among 650,000; in the data active = activation above about 4.9%;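 also: 0% = median of compound wells and 100% = cells with positive control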
# Target sequence (Q8TDV0 whole entry, looked up): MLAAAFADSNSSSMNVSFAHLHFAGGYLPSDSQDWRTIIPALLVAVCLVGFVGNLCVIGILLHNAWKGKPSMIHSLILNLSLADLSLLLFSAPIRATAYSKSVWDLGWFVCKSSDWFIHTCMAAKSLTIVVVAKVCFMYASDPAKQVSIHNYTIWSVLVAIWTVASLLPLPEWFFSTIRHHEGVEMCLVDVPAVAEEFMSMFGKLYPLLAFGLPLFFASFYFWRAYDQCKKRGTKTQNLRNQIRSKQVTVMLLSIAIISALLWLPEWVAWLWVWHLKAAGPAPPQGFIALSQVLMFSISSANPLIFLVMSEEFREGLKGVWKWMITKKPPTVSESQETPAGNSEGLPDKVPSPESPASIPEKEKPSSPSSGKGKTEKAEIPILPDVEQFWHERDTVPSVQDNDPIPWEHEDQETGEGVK
# MITF primary: human MITF inhibition, primary screen; AID 1259374; O75030; hit rate 0.91% among 650,000; AlphaScreen MITF homodimerization, bead proximity signal; inhibition, % at 2.6 µM; in the data active = inhibition above about 50%;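 also: 0% = vehicle wells with protein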
# Target sequence (O75030 whole entry, looked up): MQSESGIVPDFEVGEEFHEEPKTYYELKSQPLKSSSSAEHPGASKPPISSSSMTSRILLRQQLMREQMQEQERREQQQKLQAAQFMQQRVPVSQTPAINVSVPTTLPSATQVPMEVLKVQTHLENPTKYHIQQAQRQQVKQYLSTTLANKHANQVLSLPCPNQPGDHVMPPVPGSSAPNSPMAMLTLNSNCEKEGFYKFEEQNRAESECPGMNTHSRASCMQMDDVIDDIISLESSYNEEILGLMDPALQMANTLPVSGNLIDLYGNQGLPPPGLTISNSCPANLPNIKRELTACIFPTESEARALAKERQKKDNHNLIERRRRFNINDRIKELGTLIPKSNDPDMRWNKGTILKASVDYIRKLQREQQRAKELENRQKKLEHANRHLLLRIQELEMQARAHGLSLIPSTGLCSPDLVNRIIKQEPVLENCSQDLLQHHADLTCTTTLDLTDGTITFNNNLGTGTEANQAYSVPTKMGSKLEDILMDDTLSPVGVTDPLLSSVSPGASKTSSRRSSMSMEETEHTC
# * marks the source's active call; other numbers are inactive results. An unsorted share of the library; overall some 3.5% were active at least once.
SMILES,FBW7 act,TEAD-YAP inh,GPR151 ag,MITF primary
COc1cc(Nc2ccn3ncc(-c4ccc5ccccc5c4)c3n2)cc(OC)c1OC,0.2,0,1.0,49
c1ccc(-c2nc(NCCCN3CCOCC3)cc(-c3cccnc3)n2)nc1,-0.7,11,0.5,11
OC1CCCN(CC(O)COC(c2ccccc2)c2ccccc2)C1 (stereo not given),0.0,-3,0.3,34
CN(C(=O)c1cc2c(n(-c3ccccc3)c1=O)CCCC2=O)c1ccc(O)cc1,0.5,9,0.3,1
COC(=O)c1ccc(N=Cc2nc(/C=C/c3cccc([N+](=O)[O-])c3)oc2O)cc1,0.0,2,-0.7,13
CC1=C(C(=O)OC(C)C)C(c2cccc(O)c2)C2=C(CCCC2=O)N1 (stereo not given),0.9,9,3.7,12
CCC(C)c1ccccc1OCCOCCNCCN (stereo not given),0.1,9,1.8,19
CCC(=O)Nc1c(C)nn(-c2ccc([N+](=O)[O-])cc2)c1C,0.0,-4,2.0,-2
CC(=O)Nc1cccc(NC(=O)CSc2ccc(-c3cccs3)nn2)c1,0.2,-9,-5.3,-10
COc1cc(/C=N/Nc2cc(N3CCCCC3)nc(N3CCCCC3)n2)ccc1O,-0.1,13,-0.9,3
Cc1ccc(Nc2nc(CSc3nnc(-c4ccncc4)n3C)cs2)cc1,0.0,11,-0.7,11
O=C(Nc1ccc(Br)cn1)c1cc2nc(-c3ccc(Br)cc3)cc(C(F)(F)F)n2n1,0.9,4,-0.6,20
O=C(Nc1ccc(F)c(Cl)c1)c1cc(S(=O)(=O)N(Cc2ccco2)CC2CCCO2)ccc1F (stereo not given),-0.2,-6,1.1,-12
CCOC(=O)c1oc2ccccc2c1NC(=O)Cc1ccc(OCC)cc1,0.5,9,-1.5,6
Cc1cc2ccccn2c1C(=O)c1ccncc1,0.1,-8,-0.3,-2
COc1ccccc1/C=C/CN1CCNC(=O)C1CC(=O)NCc1ccncc1 (stereo not given),-0.1,-10,0.3,-12
O=C(C1CCN(S(=O)(=O)c2cc(Cl)ccc2Cl)CC1)N1CCCCC1,0.0,-9,-0.2,-2
O=C(/C=C/c1ccc(S(=O)(=O)NCc2ccco2)cc1)NC12CC3CC(CC(C3)C1)C2,-0.1,0,-1.1,10
O=C(CSc1nc(N2CCCCC2)nc(N2CCCCC2)n1)Nc1ccccc1,0.0,8,-0.1,4
N#Cc1ccsc1NC(=O)c1ccc2ncsc2c1,0.3,-14,-1.9,15
COc1ccc(CN2CCC3(CC2)NC(=O)c2ccccc2O3)cc1OC,0.1,-1,-0.3,17
CCCN1CCc2c(C(=O)OC)c(OCCc3ccccn3)cc(=O)n2CC1,0.2,-12,-0.3,-8
Cn1c(CSCc2ccc(F)cc2)n[nH]c1=S,-0.1,15,0.5,9
CC(=O)Nc1ccc2c(c1)c1ccccc1n2C(C)=O,-0.1,0,1.3,8
CCOC(=O)c1cc2c(=O)n3ccccc3nc2n(CC(C)C)c1=NC(=O)c1cc(OC)c(OC)c(OC)c1,0.1,12,-1.5,-5
O=C(NCc1ccc(Br)cc1)N[C@H]1CCN(C(=O)c2ccc3[nH]ncc3c2)C1,0.1,-4,0.9,6
O=C(NCc1ccccn1)Nc1ccc2c(c1)OCO2,0.0,-16,1.0,9
O=C(/C=C/c1c[nH]c2ccccc12)c1cccs1,0.2,-61,-0.3,-20
O=CN1CCN(c2nc(-c3ccccc3)c3cc(Cl)ccc3n2)CC1,0.4,9,0.0,-4
COc1ccccc1N1CCN(C(=O)Cn2cnc3sc4c(c3c2=O)CCCC4)CC1,0.1,-6,0.2,4
CN(CCCNC(=O)C1CCN(c2nnc(N3CCCC3=O)s2)CC1)C1CCCCC1,-0.1,3,1.1,-2
CC1(Cc2ccccc2)C(=O)Nc2cccc(Cl)c21 (stereo not given),-0.1,6,2.4,6
CCCC(C(=O)O)N1C(=O)CSC1=S (stereo not given),0.5,6,2.0,19
COC(=O)C1=C(C)NC(=O)NC1c1c(F)cccc1Cl (stereo not given),0.0,0,4.8,0
CC(=O)Nc1nnc(CSCc2cccc(Br)c2)s1,-0.1,4,0.2,11
O=S1(=O)c2ccccc2S(=O)(=O)N1Cc1ccccc1Cl,0.0,5,-0.4,-9
CN(C)c1ccc(/C=N/NC(=O)Cn2cnc3c(=O)n(C)c(=O)n(C)c32)cc1,0.0,-3,0.3,6
CC(C)C1=NN2C(=N)/C(=C/c3ccc(-c4cccc([N+](=O)[O-])c4)o3)C(=O)N=C2S1,-0.1,0,2.1,8
CCOC(=O)c1c(NC(=O)Cc2cccs2)sc(C(=O)Nc2cc(C(F)(F)F)ccc2Cl)c1C,0.1,-2,0.1,23
Cc1ccccc1/C=N/NC(=O)Cn1cnc2c1c(=O)n(C)c(=O)n2C,-0.1,2,3.4,4
CCn1c(SCc2nc(-c3ccc(Cl)cc3)no2)nnc1-c1ccco1,-0.2,0,0.4,5
CCOC(=O)/C(C#N)=C\N=c1ccccn1C,0.1,-20,-0.5,3
CCCS(=O)(=O)N1CCN(Cc2ccccc2[N+](=O)[O-])CC1,-0.1,-10,1.4,41
N#CC1=C(N)Oc2n[nH]c(-c3ccccc3)c2C1c1cccc(F)c1 (stereo not given),-0.2,2,0.0,13
COc1ccc(NC(=O)c2ccccc2[N+](=O)[O-])cc1Cl,0.1,-8,-1.1,14
Cn1cccc1C(=O)NCc1ccc(Cl)cc1,-0.1,-1,1.3,2
Cc1cc(NC(=O)Cn2nc(C(=O)N3CCOCC3)cc2C)c2ccccc2n1,-0.1,-8,-0.5,-20
COc1ccc(C2NC(=O)NC(C)=C2C(=O)OC2CCCCCCC2)cc1OC (stereo not given),0.0,6,1.4,6
COC(=O)c1cc2ccccc2c(N)c1O,-0.1,6,1.0,13
COc1ccc(-c2nc3sc4c(c3c(=O)[nH]2)CCCC4)c2ccccc12,0.2,-8,0.7,12
COc1ccc(S(=O)(=O)N(CC(=O)N2CCOCC2)Cc2ccccc2)cc1C,-0.1,4,0.7,-24
CCOC(=O)c1c(NC(=O)c2ccc(C(=O)c3ccccc3)cc2)sc2c1CCCC2,0.1,0,1.1,-5
COc1ccc(CCNc2cc(-c3csc4ccccc34)ncn2)cc1,0.1,7,0.9,0
Cc1ccc(-n2ncc3c(=O)[nH]c(-n4nc(C)cc4NC(=O)c4ccc(Cl)cc4Cl)nc32)cc1,1.1,7,0.6,12
CCC(C)c1ccc(NC(=O)N2CCOCC2)cc1 (stereo not given),0.3,-57,5.4*,12
C=CCOc1ccc(NC(=O)C(=O)OCC)cc1,-0.1,1,-1.5,3
O=C(NCc1cccnc1)c1ccc2c(=O)n(CCc3ccccc3)c(=S)[nH]c2c1,0.0,5,-0.6,20
COCC1CCN(c2nc3nonc3nc2N2CCSCC2)C1 (stereo not given),0.3,-1,1.4,4
COc1ccc(C(=O)NNC(=O)c2ccc(O)cc2)cc1OC,-0.3,1,0.8,-13
CC1CCCCN1C(=O)c1cc(-c2ccccc2)on1 (stereo not given),0.1,-72,0.7,-8

# Single records, as listed above. Order of values: FBW7 act, TEAD-YAP inh, GPR151 ag, MITF primary
# CCC(C)c1ccc(NC(=O)N2CCOCC2)cc1 (stereo not given) reads 0.3, -57, 5.4*, 12
# Cc1cc(NC(=O)Cn2nc(C(=O)N3CCOCC3)cc2C)c2ccccc2n1 reads -0.1, -8, -0.5, -20

# (cont.)
SMILES,FBW7 act,TEAD-YAP inh,GPR151 ag,MITF primary
c1ccc(C2CN3OC2CC3(c2ccccc2)c2ccccc2)cc1 (stereo not given),-0.2,0,-0.9,6
COc1ccccc1N1CCN(C(=O)c2sc3ncnc(N4CCN(c5ccccc5OC)CC4)c3c2C)CC1,0.3,1,-0.7,9
CN1CCN(Cc2ccccc2C#Cc2ccccc2)CC1CCO (stereo not given),0.1,-4,0.5,-10
Cc1cc(NC(=O)c2cccc(OC(C)C)c2)no1,0.1,-6,0.4,-2
COc1ccc(C2CC(c3cccc(Cl)c3)n3nc(N)nc3N2)cc1 (stereo not given),-0.1,-3,-0.4,5
C=CCNC(=O)CC1C(=O)NCCN1Cc1ccc2ccccc2c1 (stereo not given),0.1,-4,0.9,4
C=CCNC(=O)C(=O)NCc1ccccc1OC,0.6,-13,2.5,8
COc1ccc(CNc2ccnc3c(-c4ccc(N)cc4)cnn23)cc1,0.1,-43,2.1,-11
CC(c1ccon1)N(C)C1CCC(=O)N(Cc2ccc(F)cc2F)CC1 (stereo not given),-0.1,-5,-0.9,-4
Cc1cccc(CCNC(=O)Cc2c(C(=O)O)[nH]c3ccccc23)c1,0.1,-1,-0.2,32
COc1cc(=O)n2c(c1C(=O)N1CCCC1)CCN(C/C=C/c1ccco1)CC2,0.0,-8,0.4,15
O=C(CN(c1ccc(Cl)c(C(F)(F)F)c1)S(=O)(=O)c1ccccc1)NCCSc1ccccn1,-0.1,14,-0.1,1
CC(=N/NC(=O)c1ccccc1)/C(=N/O)C(=O)Nc1ccccc1,-0.5,-24,0.9,4
O=C1NCCc2c(OCc3ccc(Cl)cc3)cccc21,0.2,8,0.9,11
CCOc1cc(C2C(C#N)=C(N)Oc3n[nH]c(C(C)(C)C)c32)ccc1OC (stereo not given),-0.1,5,-0.1,-1
O=C(CN1C(=O)NC2(CCCC2)C1=O)c1ccc(S(=O)(=O)N2CCCCC2)cc1,0.0,1,2.6,-3
CC(=O)c1cccc(NC(=O)N2CCN(Cc3ccc(Cl)c(Cl)c3)CC2)c1,-0.2,11,-1.3,-5
COc1ccc(-n2c(=S)[nH]c3cc(C(=O)NCCCN4CCOCC4)ccc3c2=O)c(OC)c1,-0.2,2,-0.4,7
CCCC(=O)C1=C(SCC)CC(C)(C)CC1=O,0.1,2,1.8,4
Cn1c(=O)[nH]c(=O)c2c1nc(N1CCCC1)n2CC(O)c1ccccc1 (stereo not given),0.2,10,0.0,8
Cc1ccccc1Cn1cc(SCC(=O)Nc2ccc(F)cc2)c2ccccc21,0.1,-7,-1.7,-2
CN(C)CCNC(=O)c1cc2c(s1)CSC2,0.3,12,-1.4,14
CCOC(=O)C1(Cc2cccc(OC)c2)CCN(Cc2ccn[nH]2)CC1,-0.1,-9,1.4,-16
CCCNC(=O)c1ccnc(-c2ccc(C(=O)NC3CC3)cc2)c1,0.7,-8,-1.1,23
CCOC(=O)CSc1nc2c(sc(=S)n2-c2ccccc2OCC)c(=O)n1-c1ccccc1C,-0.1,3,0.7,-3
c1ccc2c(Nc3ccc4c(c3)OCCO4)c3c(nc2c1)CCC3,-0.4,3,-1.2,4
CCOC(=O)CNC(=O)N1CCc2nc(C)nc(N3CCOCC3)c2C1,0.1,-2,0.4,-13
Cc1c(Cl)c(-c2n[nH]c(=S)n2-c2ccc(F)cc2)nn1C,0.1,-13,0.1,2
O=C(OC1CCOC1=O)c1ccc2c(c1)S(=O)(=O)c1ccccc1C2=O (stereo not given),0.0,13,-1.2,1
O=[N+]([O-])c1cccnc1Sc1n[nH]c(-c2ccccc2F)n1,-0.1,4,-1.1,13
CCC(=O)Nc1ccc2nc(C(F)(F)F)[nH]c2c1,-0.1,3,-0.7,-6
COc1ccc(C2C(C#N)=C(N)Oc3n[nH]c(-c4cccs4)c32)cc1OC (stereo not given),-0.2,-11,0.0,-2
CCCNCc1c(C(=O)O)n(Cc2cc(C)ccc2C)c2ccccc12,0.8,15,-0.6,2
Cc1ccc(N(CC(=O)NC2CCCC2)C(=O)CCCC(=O)Nc2ccccn2)cc1C,0.0,0,0.6,22
COCCCNC(=O)c1cnn2c(C)c(Cc3ccccc3Br)c(C)nc12,0.1,-2,1.0,1
Cc1ccc(C(=O)NNC(=O)C2CCN(C(=O)Cc3c(F)cccc3F)CC2)cc1,-0.1,-1,-0.6,-11
Cc1cccc(-c2noc(CNC(=O)c3cc(C)ccc3C)n2)c1,0.2,4,0.7,6
N#Cc1c(-c2ccccc2)cc(C2CC2)nc1SCC(=O)O,-0.2,9,-1.2,1
COCCNC(=O)CSc1nc2cc3c(cc2c(=O)n1CCCCCC(=O)NCc1ccc2c(c1)OCO2)OCO3,0.0,-3,-1.6,11
CC(Oc1ccc(Br)cc1)C(=O)Nc1ccc([N+](=O)[O-])cc1 (stereo not given),0.0,11,0.2,7
CC(=O)NCCNC(=O)c1ccc(OC2CCN(Cc3ccccn3)CC2)cc1,0.3,5,0.1,4
CCC(C)NC(=O)C1(C)CCC(=O)N1CCc1ccc(Cl)cc1 (stereo not given),0.1,6,1.1,-1

# Molecules listed so far containing a thiophene ring, fused or not, in the order listed:
SMILES,FBW7 act,TEAD-YAP inh,GPR151 ag,MITF primary
CC(=O)Nc1cccc(NC(=O)CSc2ccc(-c3cccs3)nn2)c1,0.2,-9,-5.3,-10
N#Cc1ccsc1NC(=O)c1ccc2ncsc2c1,0.3,-14,-1.9,15
O=C(/C=C/c1c[nH]c2ccccc12)c1cccs1,0.2,-61,-0.3,-20
COc1ccccc1N1CCN(C(=O)Cn2cnc3sc4c(c3c2=O)CCCC4)CC1,0.1,-6,0.2,4
CCOC(=O)c1c(NC(=O)Cc2cccs2)sc(C(=O)Nc2cc(C(F)(F)F)ccc2Cl)c1C,0.1,-2,0.1,23
COc1ccc(-c2nc3sc4c(c3c(=O)[nH]2)CCCC4)c2ccccc12,0.2,-8,0.7,12
CCOC(=O)c1c(NC(=O)c2ccc(C(=O)c3ccccc3)cc2)sc2c1CCCC2,0.1,0,1.1,-5
COc1ccc(CCNc2cc(-c3csc4ccccc34)ncn2)cc1,0.1,7,0.9,0
COc1ccccc1N1CCN(C(=O)c2sc3ncnc(N4CCN(c5ccccc5OC)CC4)c3c2C)CC1,0.3,1,-0.7,9
CN(C)CCNC(=O)c1cc2c(s1)CSC2,0.3,12,-1.4,14
COc1ccc(C2C(C#N)=C(N)Oc3n[nH]c(-c4cccs4)c32)cc1OC (stereo not given),-0.2,-11,0.0,-2
